# CF NFkB inh – inhibitors of cystic fibrosis induced NF-kB. AID 588850. 360,000 tested, 0.86% active. inhibition, % at 5 µM. KKLEB NF-kB-GFP reporter, PAF-induced, GFP fluorescence overnight;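 active means at least 50% inhibition at 5 µM, scaled per plate between neutral and stimulator controls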;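 further: PAF is a Pseudomonas aeruginosa culture filtrate used as stimulus; plate controls were PAF-stimulated DMSO wells for no effect and unstimulated DMSO wells for full effect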
# EBV LMP1 NFkB – Epstein-Barr LMP1 NF-kappaB reporter inhibition; LMP1-induced NF-kappaB luciferase reporter cells, luminescence; inhibition, % at 12.5 µM; 350,000 tested, 0.69% active; in the data active means inhibition above about 41%;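 further: 0% = neutral control wells and 100% = reference inhibitor control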
# Shn3 inh set2 – Schnurri-3 reporter inhibition in Clone20 osteoblasts. Clone20 osteoblast Shn3 3'UTR firefly luciferase, 24 h. inhibition, % at 12.5 µM. 360,000 tested, 0.52% active;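 active means mean inhibition of at least 75% with every replicate also reaching 75%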;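 further: 0% = median of neutral control wells and 100% = pilot-screen positive control compound; some compounds past the cut are filed as inactive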
# COUP-TFII inh – NR2F2 (human) inhibition, primary screen; P24468; 370,000 tested, 0.7% active; inhibition, % at 8.6 µM; HEK293T NGFI-A luciferase reporter, luminescence; AID 686940;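 active means inhibition above a per-plate cutoff, mean inhibition of test wells between control levels plus 3 SD, cut at about 38% in these data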;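 further: cells cotransfected with COUP-TFII expression vector driving the NGFI-A reporter; 0% = median of COUP-TF2 test wells and 100% = reporter-only cells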
# Target sequence (P24468 whole entry, looked up): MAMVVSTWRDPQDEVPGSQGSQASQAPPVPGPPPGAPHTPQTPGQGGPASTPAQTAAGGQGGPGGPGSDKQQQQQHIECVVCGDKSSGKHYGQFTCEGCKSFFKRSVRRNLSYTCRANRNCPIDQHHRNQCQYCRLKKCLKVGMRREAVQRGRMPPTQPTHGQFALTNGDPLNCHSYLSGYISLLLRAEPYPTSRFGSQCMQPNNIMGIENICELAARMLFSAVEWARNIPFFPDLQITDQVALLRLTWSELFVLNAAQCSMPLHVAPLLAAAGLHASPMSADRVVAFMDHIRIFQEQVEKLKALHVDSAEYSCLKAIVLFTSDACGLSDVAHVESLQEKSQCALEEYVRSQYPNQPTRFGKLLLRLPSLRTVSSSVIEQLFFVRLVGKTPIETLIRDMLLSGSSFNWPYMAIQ
# SRC1 inh – human NCOA1 inhibition; Q15788; HEK293 GAL4-SRC1 luciferase reporter, luminescence; inhibition, % at 3.6 µM; 360,000 tested, 0.12% active; AID 588354;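 active means inhibition above the campaign mean plus 3 SD, with each screening campaign given its own cutoff, cut at about 60% in these data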;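 further: 0% = DMSO treated cells and 100% = gossypol at 36 µM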
# TROY NFkB inh – blocks TROY-dependent signaling in reporter cells; AID 1347056; inhibition, % at 10 µM; Q293 LMP1-TROYcd NF-kB luciferase reporter, 4 h; 360,000 tested, 0.98% active;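 active means compounds whose plate-normalised and pattern-corrected inhibition of the luciferase reporter signal at the single screening dose is 50% or more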
# NCOA3 inh – inhibitors of human steroid receptor coactivator 3 (SRC3). Q9Y6Q9. 360,000 tested, 0.17% active. inhibition, % at 3.6 µM. HEK293 GAL4-SRC3 luciferase reporter, luminescence;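 active means inhibition above a per-campaign cutoff, the mean of all compounds plus 3 SD, cut at about 60% in these data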;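 further: 0% = DMSO-treated cells and 100% = gossypol-treated cells at 36 µM; higher means less SRC3-driven luciferase light from the GAL4 reporter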
# C8 TRAIL sens – sensitizes caspase-8 expressing cells to TRAIL; NB7+C8 cells + TRAIL, ATPlite viability luminescence; inhibition (viability loss, TRAIL sensitization), % at 10 µM; 360,000 tested, 1% active;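 active means compounds causing at least 50% loss of cell viability in the single-dose screen, relative to plate controls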
# KKLEB tox – CF airway cell cytotoxicity counter-screen. KKLEB CF airway cells viability, ATPlite luminescence, overnight; active compounds read low; cells stimulated with P. aeruginosa culture filtrate. activity change (cytotoxicity), % at 5 µM. 360,000 tested, 0.36% active;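 active means corrected activity change at or below -50% at 5 µM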
# LRH-1 inv ag – suppresses constitutive activity of human LRH-1. O00482. HEK293T StAR-luciferase reporter, LRH-1 transfected, 24 h. inhibition, % at 3.6 µM. 360,000 tested, 0.13% active. AID 602396;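 active means inhibition above the mean inhibition of all tested compounds plus 3 SD, cut at about 73% in these data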;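 further: 0% = DMSO wells and 100% = reporter-only cells lacking LRH-1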
# Target sequence (O00482 whole entry, looked up): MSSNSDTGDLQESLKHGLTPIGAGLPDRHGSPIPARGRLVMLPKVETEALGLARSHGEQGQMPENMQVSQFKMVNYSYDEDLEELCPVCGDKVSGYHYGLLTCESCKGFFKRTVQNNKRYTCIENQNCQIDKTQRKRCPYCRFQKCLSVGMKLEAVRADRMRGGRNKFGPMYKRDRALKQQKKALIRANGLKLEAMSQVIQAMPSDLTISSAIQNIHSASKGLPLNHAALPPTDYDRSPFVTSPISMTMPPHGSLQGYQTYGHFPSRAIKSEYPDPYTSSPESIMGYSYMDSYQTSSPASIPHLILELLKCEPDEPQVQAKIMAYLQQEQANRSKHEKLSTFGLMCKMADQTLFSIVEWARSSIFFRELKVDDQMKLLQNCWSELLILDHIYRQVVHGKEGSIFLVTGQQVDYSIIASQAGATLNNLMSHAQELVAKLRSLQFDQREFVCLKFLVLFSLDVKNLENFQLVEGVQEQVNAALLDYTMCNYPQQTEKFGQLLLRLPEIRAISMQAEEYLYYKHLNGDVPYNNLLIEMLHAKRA
# TWEAK-Fn14 inh – inhibitors of TWEAK-Fn14 interaction signaling. TWEAK-stimulated Fn14 reporter cells, luciferase luminescence, 8 h. inhibition, % at 10 µM. 360,000 tested, 2% active. AID 1159606; in the data active means inhibition above about 50%
# Active calls of the source: *; / = not tested or not shown. An excerpt; count on the stated rates, not on these rows.
# The line under a structure holds: CF NFkB inh | EBV LMP1 NFkB | Shn3 inh set2 | COUP-TFII inh | SRC1 inh | TROY NFkB inh | NCOA3 inh | C8 TRAIL sens | KKLEB tox | LRH-1 inv ag | TWEAK-Fn14 inh
Cc1cc(=O)oc2cc(OCC(=O)NC3CCN(Cc4ccccc4)CC3)ccc12
 : -11 | / | 7 | 8 | 2 | -6 | -9 | -6 | 0 | 1 | -15
CC1(C)CC2CC(C)(CN2C(=O)COC(=O)c2ccc(Cl)c(N)c2)C1 (stereo unspecified)
 : 6 | 3 | 21 | 14 | 7 | -11 | 10 | 5 | -3 | -6 | -5
CCN1N=C(c2ccccc2)Cn2c1nc1ccccc12
 : -17 | -18 | -16 | 7 | 3 | 4 | -5 | 6 | 3 | 23 | 4
Cc1ccc(-c2nnc(Nc3ccc4c(c3)nc(C)n4C)c3ccccc23)cc1
 : 5 | 9 | 3 | -10 | -13 | -7 | -1 | 14 | 10 | 2 | -27
O=CN1c2ccccc2CSc2ccccc21
 : 8 | / | 18 | -1 | 0 | -27 | 4 | -10 | -8 | -9 | -27
CCN(CC)Cc1cc(C(C)=O)ccc1OCC(C)C
 : -1 | 0 | 7 | 1 | -6 | 4 | 2 | 2 | -11 | -3 | -3
CNC(=O)c1ccc(=O)n(Cc2cccc(C(F)(F)F)c2)c1
 : 10 | -4 | 11 | -1 | 2 | -9 | 0 | -5 | 5 | 2 | -2
CCc1ccc(NC(=O)C2CCN(S(C)(=O)=O)CC2)cc1
 : 22 | 0 | 1 | 2 | 7 | -23 | 4 | -29 | -7 | -18 | 3
O=C(COc1ccc(-c2ccccc2)cc1)N1CCCC1
 : 3 | 1 | -10 | -18 | -45 | -48 | -22 | 5 | 2 | -41 | -18
N#C/C(=C\c1cccc(OCC(=O)O)c1)c1nc2ccccc2[nH]1
 : 4 | -1 | 2 | -4 | -10 | -18 | -28 | 4 | -2 | -10 | 3
CCOc1c(OC)cccc1C1CC(=O)Nc2cc(OC)c(OC)cc21 (stereo unspecified)
 : 14 | -5 | -2 | 1 | 8 | 1 | -1 | -17 | -20 | -8 | -16
Cn1c(=O)cc(C(=O)N/N=C/c2ccc(F)cc2)[nH]c1=O
 : -12 | 2 | 11 | -32 | -12 | -3 | 8 | -7 | -5 | 3 | -19
CCOc1ccc(NC(=O)[C@@H](NC(=O)c2ccccc2Br)C(C)C)cc1
 : 20 | -23 | 6 | -9 | -11 | 8 | -3 | -4 | 4 | -5 | 0
O=[N+]([O-])c1cc(S(=O)(=O)C(F)(F)F)ccc1N1CCN(c2ccccc2)CC1
 : 7 | 4 | 6 | 10 | 3 | 2 | 5 | 26 | -5 | -2 | -8
CC(C)OC(=O)Cn1nc(C(F)(F)F)c2c1CCCC2
 : -1 | 2 | -17 | 9 | -7 | -7 | 6 | 2 | 3 | 3 | -16
Cc1cccn2c(=O)c3cc(C(=O)NCC4CCCO4)c(=N)n(CC4CCCO4)c3nc12 (stereo unspecified)
 : -2 | -4 | -8 | -13 | -3 | -5 | -14 | -3 | 5 | 7 | 15
CCCN(CCC)CCNC(=S)Nc1ccc2nc3n(c(=O)c2c1)CCCCC3
 : 0 | 1 | 38 | -10 | 1 | -3 | 11 | -12 | -10 | -17 | 26
Cc1ccc2c(c1)cc(CN(Cc1cccnc1)C(=O)NCc1ccccc1)c1nnnn12
 : -16 | -2 | 3 | 14 | -7 | 3 | 9 | 39 | -1 | 16 | -3
COc1ccc(F)cc1Cn1nc(C(=O)O)c2ccccc2c1=O
 : -7 | -2 | 22 | 0 | 9 | -14 | 11 | 12 | 6 | 15 | -9
COc1ccccc1C(=O)CC(=O)C(=O)Nc1cccc([N+](=O)[O-])c1C
 : 6 | 12 | -2 | -4 | 14 | 1 | -11 | 8 | -9 | -2 | 2

# Record cards, from the list above. Screens in order: CF NFkB inh | EBV LMP1 NFkB | Shn3 inh set2 | COUP-TFII inh | SRC1 inh | TROY NFkB inh | NCOA3 inh | C8 TRAIL sens | KKLEB tox | LRH-1 inv ag | TWEAK-Fn14 inh
# CCCN(CCC)CCNC(=S)Nc1ccc2nc3n(c(=O)c2c1)CCCCC3 reads 0 | 1 | 38 | -10 | 1 | -3 | 11 | -12 | -10 | -17 | 26
# O=[N+]([O-])c1cc(S(=O)(=O)C(F)(F)F)ccc1N1CCN(c2ccccc2)CC1 reads 7 | 4 | 6 | 10 | 3 | 2 | 5 | 26 | -5 | -2 | -8
# Cc1cccn2c(=O)c3cc(C(=O)NCC4CCCO4)c(=N)n(CC4CCCO4)c3nc12 (stereo unspecified) reads -2 | -4 | -8 | -13 | -3 | -5 | -14 | -3 | 5 | 7 | 15
# Cc1ccc(-c2nnc(Nc3ccc4c(c3)nc(C)n4C)c3ccccc23)cc1 reads 5 | 9 | 3 | -10 | -13 | -7 | -1 | 14 | 10 | 2 | -27
# CCOc1c(OC)cccc1C1CC(=O)Nc2cc(OC)c(OC)cc21 (stereo unspecified) reads 14 | -5 | -2 | 1 | 8 | 1 | -1 | -17 | -20 | -8 | -16

# More compounds follow.
# The line under a structure holds: CF NFkB inh | EBV LMP1 NFkB | Shn3 inh set2 | COUP-TFII inh | SRC1 inh | TROY NFkB inh | NCOA3 inh | C8 TRAIL sens | KKLEB tox | LRH-1 inv ag | TWEAK-Fn14 inh
c1ccc(-c2nc(CSc3n[nH]c(-c4cccs4)n3)cs2)cc1
 : -1 | 8 | -7 | 9 | -18 | 10 | 16 | -8 | 15 | -6 | -17
CCN=C1S/C(=C\c2cn(CC)c3ccccc23)C(=O)N1CC
 : 25 | 0 | -3 | 3 | 0 | -4 | 2 | -4 | 8 | 2 | 8
Cc1ccccc1OCC(=O)OCC(=O)NCC1CCCO1 (stereo unspecified)
 : -10 | -3 | 4 | 1 | -7 | -1 | -1 | -5 | 5 | 1 | 16
COc1ccccc1N(C)S(=O)(=O)c1ccc(C(=O)N(CC(N)=O)C(C)C)cc1
 : -1 | -12 | -2 | -13 | -22 | 16 | 5 | -24 | -7 | -7 | 21
O=C(NC1CC1)c1sc2cc([N+](=O)[O-])ccc2c1Cl
 : -40 | -49 | -17 | -35 | -13 | -29 | -3 | 16 | 6 | -16 | -22
CCCn1cc(CN2CCC(n3nccc3NC(=O)CCOc3ccccc3)CC2)c(C)n1
 : -7 | 2 | 13 | 8 | 1 | 1 | -8 | 12 | -1 | -17 | -7
c1ccc2c(c1)CSc1ccccc1N2
 : -6 | / | 14 | -29 | 8 | -56 | -58 | -5 | -18 | -14 | -24
O=C(COC(=O)/C=C/c1ccc([N+](=O)[O-])cc1)NCc1cccs1
 : -11 | 5 | -19 | -2 | -7 | 4 | -1 | -11 | 10 | 6 | 11
CCN(C(=O)COC(=O)c1cc([N+](=O)[O-])ccc1N1CCCCC1)C1CCS(=O)(=O)C1 (stereo unspecified)
 : 7 | 6 | 9 | -5 | -9 | 1 | 10 | 1 | -7 | 17 | 10
O=C(O)c1cc(Cl)c(Cl)cc1C(=O)N(Cc1ccccc1)Cc1ccccc1
 : 5 | 3 | -13 | 2 | -1 | 2 | -24 | 4 | -5 | -3 | 13
Cc1ccc(Cn2c(CCNc3nc(-c4ccc(Cl)c([N+](=O)[O-])c4)cs3)nc3cc(Cl)c(Cl)cc32)cc1
 : 6 | 2 | -17 | 3 | -10 | 37 | -13 | 9 | -7 | 12 | 32
CC(=O)c1cccc(NC(=O)C2CCCN(S(=O)(=O)c3cccc4cccnc34)C2)c1 (stereo unspecified)
 : 10 | 6 | -4 | 18 | 12 | 2 | 15 | 1 | 7 | 20 | 24
COc1ccc(S(=O)(=O)N2CCN(C(=O)c3ccc([N+](=O)[O-])o3)CC2)cc1
 : 3 | 6 | 12 | -13 | 0 | -26 | 4 | 23 | 4 | -9 | -7
CCOc1ccc(CCNC(=O)COC(=O)c2cc(OC)c(OC)cc2[N+](=O)[O-])cc1OCC
 : -8 | 2 | 14 | 8 | 28 | -42 | -3 | -8 | 0 | 9 | -40
O=S(=O)(c1cccc2cccnc12)N(CCO)CCO
 : 17 | 7 | 7 | -3 | -23 | -7 | 1 | -12 | 2 | 11 | -2
C=CCn1nnnc1SCC(=O)Nc1cccc(OC)c1
 : -15 | -9 | -28 | 3 | -18 | 16 | -8 | -20 | 17 | 12 | -2
CCOC(=O)C1=C(C)c2ccccc2OC1(C(=O)OCC)C(C)C (stereo unspecified)
 : 6 | -2 | 14 | -7 | -5 | -6 | 16 | -11 | 8 | 18 | -17
CC(C)CC(CC(C)C)=NNC(=O)c1ccc(CSc2nncn2C)cc1
 : 28 | 3 | 6 | -4 | 3 | 6 | 6 | -16 | -11 | -21 | -16
COc1cc(O)c(C(=O)/C=C/c2ccccc2)c(OC)c1
 : 14 | -2 | -76 | -21 | -24 | -9 | 6 | 9 | -8 | -4 | 74*
COc1cc2c(cc1O)CCN(C(=O)c1ccco1)C2C (stereo unspecified)
 : 7 | -7 | 5 | -2 | -9 | 7 | -4 | -16 | -8 | 0 | 8

# (listing goes on)
smiles	CF NFkB inh	EBV LMP1 NFkB	Shn3 inh set2	COUP-TFII inh	SRC1 inh	TROY NFkB inh	NCOA3 inh	C8 TRAIL sens	KKLEB tox	LRH-1 inv ag	TWEAK-Fn14 inh
Cc1c(/C=N/n2cnnc2)c2ccccc2n1CCOc1ccc(Cl)cc1	-5	4	58	-14	-1	54*	14	11	-7	16	48
COc1cc(CC(=O)O)c(C(C)=O)cc1OC	8	0	-8	-8	5	2	17	-5	-6	21	-2
Cc1cc(C)n(-c2nc3ccccc3nc2N2CCN(S(=O)(=O)c3ccc(F)c(C)c3)CC2)n1	8	-9	-17	10	3	2	-3	12	-1	10	8
Cn1c(SCC(=O)N2CCN(c3ccccc3)CC2)nnc1-c1ccccc1	4	9	2	-6	1	33	19	-11	0	-4	17
Cc1ccc(C)c(NC(=O)c2cc(-c3cc(C)c(C)cc3O)n[nH]2)c1	-14	-32	-62	-50	-50	-32	-73	2	-1	-49	-38
O=C(NCCNC1CCCCC1)c1ccco1	3	-8	-6	0	-22	13	-1	-18	5	-7	15
Cc1ccc2oc(/N=C(\N)NC(=O)C(C)(C)C)nc2c1	-20	66*	/	93*	83*	92*	86*	86*	-61*	83*	104*
COc1ccc(S(=O)(=O)n2nc(OC(C)=O)cc2N)cc1	-19	-2	-2	-18	7	4	-4	10	-3	-13	-11
CCN(CC)S(=O)(=O)c1ccc(-c2nnc(SCc3nnc(-c4ccccc4)o3)o2)cc1	1	-4	60	1	-11	1	-21	24	-20	-3	-26
C=CCn1c(CNC(=O)c2ccco2)nnc1SCC(=O)c1ccccc1	-9	0	-6	-9	-22	-7	-15	10	-2	-20	-2
CC(Sc1nnc(-c2cccs2)n1N)C(=O)NCC1CCCO1 (stereo unspecified)	-31	-3	-3	9	4	-7	2	-2	10	6	8
CN(C)C(=S)SCC(=O)NC(=O)NC(C)(C)C	-1	-5	6	-3	-20	3	5	-11	1	15	-10
CCn1nccc1C(=O)NC1=C(C#N)CCC1	-3	3	11	14	8	-7	29	-27	5	16	3
Cc1cc(NC(=O)NC(C)(C(F)(F)F)C(F)(F)F)no1	6	2	3	25	7	4	10	1	-5	12	-8
CC1ON=C(c2ccccn2)N(Cc2ccc3c(c2)OCO3)C1=O (stereo unspecified)	4	/	-17	-7	-26	-1	18	-2	-4	15	-13
